Screening results as filed in PubChem BioAssay.
PAX8 reporter: PAX8 transcriptional activity inhibition; RMG-I TPO-luciferase reporter, SteadyGlo, 24 h; inhibition, % at 12.6 µM; actives 1.2% (n = 360,000);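 active means mean replicate inhibition at least 60% with every replicate also reaching 60%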;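 further: luciferase light reporting Pax8 driven TPO promoter activity; plate controls were median of neutral control wells for no effect and mitoxantrone controls for full effect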
Casp6 inh: inhibitors of human caspase-6. purified caspase-6, Z-VEID-R110 cleavage fluorescence. actives 0.53% (n = 350,000). inhibition, % at 12.5 µM. P55212. AID 686996;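 active means mean inhibition across replicates at least about 35%, with every replicate also reaching that limit, limit read from the data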;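 further: 0% = median of neutral control wells and 100% = no fluorescence left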
Target sequence (P55212 24-179 limits assumed): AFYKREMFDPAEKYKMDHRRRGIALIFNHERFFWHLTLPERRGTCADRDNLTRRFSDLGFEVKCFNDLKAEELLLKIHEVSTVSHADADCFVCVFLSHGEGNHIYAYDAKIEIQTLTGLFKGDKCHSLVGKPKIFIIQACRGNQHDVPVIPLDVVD
Target sequence (P55212 194-293 limits assumed): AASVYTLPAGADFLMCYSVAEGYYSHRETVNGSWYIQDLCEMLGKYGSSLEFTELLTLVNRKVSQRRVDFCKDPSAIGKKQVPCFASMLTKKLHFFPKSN
Cneo AK release: Cryptococcus neoformans lysis via adenylate kinase release. C. neoformans lysis, adenylate kinase release luminescence, 4 h; normalised: neutral wells 0, clomiphene wells 100. actives 0.2% (n = 360,000). lysis activity, % at 15 µM;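 active means mean lysis activity across replicates of at least 80%, whatever share of replicates individually reach that level; inactive means mean lysis activity below 80%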
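Material: C. neoformans cells | Amount: Yeast cell density of 5 × 10^6 cells/mL | Medium: Fresh YPD growth medium | Dosing: Single dose | Times: Static 4 h at 37 °C with compound, 1 h detection | Detection: AK luminescence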
LGR2 inh: blocks bursicon-induced cAMP signaling via Drosophila LGR2 | inhibition, % at 9.99 µM | actives 0.35% (n = 380,000) | HEK293 LGR2, CRE-luciferase, bursicon-stimulated, 4 h;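 active means drop in luminescence signal, shown as inhibition above about 50% in the replicate tests, limit read from the data, passing the limit was not always enough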;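 further: agonist challenge used bursicon conditioned medium at about half maximal strength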
miR122 inh: blocks miR-122 activity in Huh7 sensor cells | actives 0.3% (n = 340,000) | AID 602342 | Huh7 miR-122 Renilla luciferase sensor, 48 h; neutral wells = 0, positive control = 100 | activation (reporter increase), % at 12.5 µM;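 active means mean replicate activation score at least 90 and every replicate individually at or above 90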;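 further: higher luciferase means less miR-122 activity so hits act as miR-122 inhibitors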
FN deposit inh: fibronectin deposition inhibition; AH1F fibroblasts, Alexa488-fibronectin deposition fluorescence, overnight; inhibition, % at 12.6 µM; actives 0.086% (n = 350,000); AID 743247;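 active means mean inhibition across replicates of 30% or more, regardless of how many single replicates reach that level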;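 further: positive control wells lacked labelled fibronectin entirely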
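Measured by – fluorescence 485/525 nm · System – AH1F fibroblast monolayer, labelled fibronectin deposition · Amount – 10000 cells per well · Buffer or medium – serum-reduced DMEM (2% serum) · Doses – single dose, pinned · Also added – fluorescent fibronectin at 24 nM final · Schedule – 1 h cell attachment, overnight exposure to compound and label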
EWS-Fli inh: blocks EWS/Fli oncoprotein-driven transcription; A673 NR0B1-luciferase reporter, viability-normalised; inhibition, % at 12.6 µM; actives 0.67% (n = 350,000);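 active means mean inhibition of at least 50% after viability correction, with every replicate also passing that limit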;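 further: firefly luciferase signal divided by Alamar Blue viability fluorescence both relative to DMSO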
PGC1a acetyl inh: lowers PGC1a acetylation signal in U2OS cells; AlphaScreen anti-acetyl-lysine; with virally co-expressed GCN5 acetyltransferase; inhibition, % at 15.6 µM; actives 0.17% (n = 350,000);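 active means every replicate shows inhibition of at least 40%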;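 further: 0% = neutral control wells and 100% = positive control wells; some results beyond the cut were filed as inactive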
Numbers without * were called inactive; . = no result given; [ ] = another dose, or the depositor's remark.

SMILES	PAX8 reporter	Casp6 inh	Cneo AK release	LGR2 inh	miR122 inh	FN deposit inh	EWS-Fli inh	PGC1a acetyl inh
O=C(c1cc(S(=O)(=O)N2CCCCC2)ccc1Cl)N1CCOCC1	-18	-3	4	1	0	-7	-4	-2
C[C@@H]1CCCCO[C@@H](CN(C)C(=O)Nc2ccc(F)cc2)[C@H](C)CN([C@H](C)CO)C(=O)c2cc(NS(=O)(=O)c3cccs3)ccc2O1	14	4	-3	-20	-8[16.7 µM]	.	-2	-5
CC(C)(C)CN1CCNC(=O)C1CC(=O)N1CCN(c2ccccc2)CC1 (stereo unspecified)	-6	-1	-4	3	3	4	3	-8
Cc1cccc(NC(=O)c2cccc(OC(=S)N3CCOCC3)c2)c1	-31	0	-1	-1	4	-6	-17	.
O=C(CN1C(=O)C2C3C=CC(C3)C2C1=O)OCC(=O)c1ccc(Cl)c([N+](=O)[O-])c1 (stereo unspecified)	-5	1	-1	15	-8	0	.	-3
Cc1ccsc1C(=O)NN=C1CCCCCC1	-83	-1	0	-10	-2	3	.	-1
CC(C)NC(=O)COC(=O)c1ccccc1CSC1=NCCS1	-12	2	0	-19	.	0	5	.
CCC(=O)N1[C@H](CO)[C@H](c2ccccc2)C12CN(C(=O)c1ccc(F)cc1)C2	-7	0	.	9	.	.	1	-2
C=CCNC(=O)/C(C#N)=C/c1c(C)nn(-c2ccc(Cl)cc2)c1Cl	11	-2	.	21	.	7	4	.
COc1cccc(CN(C)CC(=O)NCc2ccccc2Cl)c1	-17	-1	1	9	-2	-3	28	.
COc1cccc(-c2ccc3c(c2)O[C@@H](CN(C)C(=O)C2CC2)[C@@H](C)CN([C@@H](C)CO)S3(=O)=O)c1	.	-2	-4	-11	-2[16.7 µM]	.	-4	-7
FC(F)(F)COc1ccc(-c2nnc(SCc3c(Cl)cccc3Cl)o2)cn1	-13	-1	.	.	.	5	-9	.
Cc1ccc(-c2nc(CS(=O)CC(=O)NCc3ccc(F)cc3)c(C)o2)cc1 (stereo unspecified)	12	0	-2	6	3	-1	.	.
COc1ccc(OC)c(-c2cc(C(=O)NCc3ccc(Cl)cc3)no2)c1	15	1	.	9	-5	-9	3	.
CCc1ccc(-c2nc(C(N)=O)c3[nH]c(=O)n(-c4ccccc4OC)c3n2)cc1	3	1	1	.	-2	6	63*	1
O=C(COC(=O)c1cc[n+]([O-])cc1)NCCc1ccc(Cl)cc1Cl	5	-2	.	-3	.	.	0	.
Cc1noc(C)c1COc1ccccc1C(=O)NNC(=O)c1ccccc1	-1	5	-1	31	5	10	4	.
Cc1cc(N(CC(=O)NC2CC2)S(C)(=O)=O)ccc1Br	-10	2	.	-6	.	9	-4	.
CCOc1cc(/C=C(/C#N)c2nc3ccccc3[nH]2)ccc1OCc1ccc(C(=O)O)o1	.	.	-2	.	-8	-3	.	-2
CO[C@@H](CN(C)Cc1cc(F)ccc1F)[C@@H](C)CN([C@H](C)CO)S(=O)(=O)c1ccc(F)cc1	5	0	102*	.	.	.	-3	-42
COc1ccc(NC(=O)c2c(C(F)(F)F)nn(C)c2Cl)cc1	16	-4	.	2	-4	1	-8	5
Cn1ncc2c(Nc3ccc(Cl)cc3)ncnc21	-30	-7	-1	-6	-6	9	.	-1
COc1ccc(C(CNC(=O)c2nn(-c3ccccc3)c(=O)c3ccccc23)N2CCOCC2)cc1 (stereo unspecified)	-10	1	4	-7	0	-1	6	12
C[C@H](CO)N1C[C@H](C)[C@H](CN(C)Cc2cccnc2)Oc2ncc(C3=CCCC3)cc2C1=O	.	2	0	1	.	-5	-7	-7
COc1cccc(CNS(=O)(=O)c2cc(Br)ccc2Br)c1	-13	3	-2	15	60	-1	0	-8
O=C(O)C1Sc2[nH]c(=O)sc2C2c3cc(Br)ccc3OC(=O)C12 (stereo unspecified)	-6	15	.	16	.	-8	6	14
O=C(C1CCCC1)N1CC(=O)N2[C@H](CO)[C@H](c3ccc(-c4cccnc4)cc3)[C@H]2C1	.	2	.	-16	.	1	-3	.
CCCCC(CC)C(=O)Nc1ccccc1C(=O)NC(C)C (stereo unspecified)	.	1	-1	7	.	.	.	-11
CC(C)(C)c1cc(C(=O)NN)n(Cc2ccc(F)cc2)n1	0	-7	.	6	.	-3	20	.
CC1=CC(C)(C)N(C(=O)CCl)c2ccccc21	18	1	.	-26	.	-10	7	.
C[C@H](CO)N1C[C@H](C)[C@@H](CN(C)Cc2ccc(Oc3ccccc3)cc2)Oc2ccc(NS(C)(=O)=O)cc2C1=O	1	0	-1	12	-1[16.7 µM]	1	4	9
CC1CN(CCCOc2ccccc2-c2ccccc2)CC(C)O1 (stereo unspecified)	5	1	.	7	.	-2	18	2
C[C@@H]1CN([C@H](C)CO)C(=O)c2cc(NS(=O)(=O)c3cn(C)cn3)ccc2O[C@H]1CN(C)Cc1ccc(C(=O)O)cc1	.	-1	-1	9	8[16.7 µM]	.	-6	1
O=c1[nH]c(/C=C/c2ccccc2[N+](=O)[O-])nc2ccccc12	-20	.	-2	-27	18	-1	.	0
CO[C@H]1CN(C)C(=O)c2ccc(NC(=O)c3ccccc3)cc2OC[C@H](C)N(C(=O)C2CC2)C[C@H]1C	-23	.	38	23	-19[16.7 µM]	-13	2	-15
O=C(COC(=O)C1CC1)NCc1ccc(Cl)cc1Cl	5	0	-4	-26	-2	2	-15	7

Some of these compounds in order of their number in miR122 inh, smallest number first.
SMILES,miR122 inh
O=C(COC(=O)C1CC1)NCc1ccc(Cl)cc1Cl,-2
O=c1[nH]c(/C=C/c2ccccc2[N+](=O)[O-])nc2ccccc12,18
COc1cccc(CNS(=O)(=O)c2cc(Br)ccc2Br)c1,60

The results go on:
SMILES	PAX8 reporter	Casp6 inh	Cneo AK release	LGR2 inh	miR122 inh	FN deposit inh	EWS-Fli inh	PGC1a acetyl inh
Cc1cc[n+](-c2[nH]c(=O)sc2/C=N/N=C(\[O-])CCn2c3ccccc3c3ccccc32)cc1	14	1	0	.	-5	12	-4	1
CC1(OC(=O)C2CCCC2)C(=O)C=C2C=C(c3ccsc3)N(C3CCCC3)C=C2C1=O (stereo unspecified)	18	21	-3	-8	-1	-3	21	.
COc1ccc(NC(=O)C2CC(=O)N(Cc3ccco3)C2)cc1Cl (stereo unspecified)	-8	5	0	-11	.	-12	1	.
Cc1ccc2nc(/N=C(\N)NC(=O)N3c4ccccc4Sc4ccccc43)nc(C)c2c1	-14	1	0	.	-4	0	-5	-1
Cn1c(/C(C#N)=C/Nc2ccccn2)nc2ccccc21	.	.	-1	.	-2	6	.	2
O=[N+]([O-])c1cc(C=NN2CCCCCC2)ccc1Cl	-210	7	.	-90	0	4	-107	13
Cc1noc(C)c1S(=O)(=O)Nc1ccc2c(c1)C(=O)N([C@@H](C)CO)C[C@H](C)[C@H](CN(C)C(=O)Nc1cccc3ccccc13)OCCCC[C@H](C)O2	-8	3	2	7	-6[16.7 µM]	7	-7	7
C[C@@H]1CN([C@@H](C)CO)C(=O)c2cc(NC(=O)Nc3ccc4c(c3)OCO4)ccc2O[C@@H](C)CCCCO[C@H]1CN(C)Cc1ccncc1	1	-1	-1	13	9[16.7 µM]	.	-9	-2
C[C@H]1CN([C@@H](C)CO)S(=O)(=O)c2ccc(C#CC3CC3)cc2O[C@H]1CN(C)C(=O)Cc1ccncc1	.	-3	53	-2	7[16.7 µM]	-2	3	-10
CCN(CC)C(=O)C(=O)N/N=C/c1ccc(Cl)cc1Cl	6	-1	.	-3	.	4	2	.
COC(=O)c1[nH]c2cc(OC)ccc2c1NC(=O)CCN1CCN(Cc2ccc3c(c2)OCO3)CC1	.	.	0	.	-16	5	.	11
COC(=O)c1ccc(Oc2c(F)c(F)nc(N3CCOCC3)c2F)cc1	-10	1	-1	8	4	-3	1	-8

Compounds above that have a furan ring, fused or not:
SMILES	PAX8 reporter	Casp6 inh	Cneo AK release	LGR2 inh	miR122 inh	FN deposit inh	EWS-Fli inh	PGC1a acetyl inh
CCOc1cc(/C=C(/C#N)c2nc3ccccc3[nH]2)ccc1OCc1ccc(C(=O)O)o1	.	.	-2	.	-8	-3	.	-2
COc1ccc(NC(=O)C2CC(=O)N(Cc3ccco3)C2)cc1Cl (stereo unspecified)	-8	5	0	-11	.	-12	1	.

Other records.
SMILES	PAX8 reporter	Casp6 inh	Cneo AK release	LGR2 inh	miR122 inh	FN deposit inh	EWS-Fli inh	PGC1a acetyl inh
O=C(C[C@H]1CC[C@H]2[C@@H](COC[C@@H](O)CN2C(=O)c2cnccn2)O1)N1CCN(c2ccccc2)CC1	-3	.	0	0	-8[16.7 µM]	5	1	6
CC(C)NC(=O)Nc1ccc2c(c1)C(=O)N([C@H](C)CO)C[C@H](C)[C@@H](CN(C)C(=O)Nc1ccc(C(F)(F)F)cc1)OCCCC[C@@H](C)O2	-1	1	-2	7	7[16.7 µM]	.	-9	3
Cc1ccc2c(=O)cc(C(=O)NC3CCS(=O)(=O)C3)oc2c1C (stereo unspecified)	3	1	4	-12	.	-12	2	7
CC(C)(C)[C@H]1C=C(C(=O)N2CCN(Cc3ccccc3)CC2)O[C@@H](OCCCCO)C1	-8	.	-2	-6	.	-13	-15	.
Cc1ccc(C)c(Cn2nnc3c(=O)[nH]c(C4CCN(S(=O)(=O)c5ccc(S(=O)(=O)NC6CC6)cc5)CC4)nc32)c1	59	5	0	-1	.	12	16	.
O=C(CNC(=O)N1CC(=O)Nc2ccccc21)NCc1ccc(F)cc1	-2	-2	0	-14	0	10	3	7
CC1(C(=O)Nc2cnc3ccccc3c2)CCN1CCOc1ccccc1 (stereo unspecified)	17	1	28	8	.	-1	3	.
CCc1noc(C)c1C(=O)Nc1cc(S(=O)(=O)N2CCOCC2)ccc1N1CCN(CC)CC1	5	-4	.	15	2	2	-2	-5
COc1ccc(N2CCN(C(CNS(C)(=O)=O)c3ccco3)CC2)cc1 (stereo unspecified)	-1	1	-1	9	-11	7	-7	.
Cc1cc(C)c(C)c(S(=O)(=O)NC(C(=O)NCCc2ccco2)C(C)C)c1C (stereo unspecified)	8	8	0	-5	5	-1	0	-5
CCC(C)(C(=O)NC1CCCCC1)N(CC1CCCO1)C(=O)Cc1cccs1 (stereo unspecified)	4	-3	-2	-4	0	3	12	.
CCNS(=O)(=O)c1ccc(NC(=O)c2cccnc2)cc1	.	.	-3	-2	20	5	.	18
CC(C)NC(=O)Nc1ccc2c(c1)C(=O)N([C@@H](C)CO)C[C@@H](C)[C@@H](CN(C)Cc1ccc(C(F)(F)F)cc1)OCCCC[C@H](C)O2	-3	1	-3	16	-7[16.7 µM]	6	15	-3
Cc1ccccc1NC(=O)COC(=O)C1C2CC3OC(=O)C1C3C2 (stereo unspecified)	11	-5	2	6	-2	-3	-8	.
O=C(CSc1ccc(-c2ccccc2)nn1)NC1CCCCC1	-9	-6	6	-3	-3	13	.	.
COc1ccc(S(=O)(=O)N(C)C[C@H]2Oc3ccc(NC(=O)Cc4cn(C)c5ccccc45)cc3CC(=O)N([C@H](C)CO)C[C@H]2C)cc1	.	-2	-1	17	-8[16.7 µM]	.	3	11
COc1cc2c(cc1OC)-c1cc(Nc3ccc(C(=O)O)cc3)nc(=O)n1CC2	-9	41*	1	1	-3	7	7	9
CCC(=O)N1[C@@H]2Cn3c(cccc3=O)[C@H]1[C@@H](C(=O)NCc1ccccc1)[C@@H]2CO	-59	-1	99*	-19	21[16.7 µM]	.	-8	.
Cc1ccc(S(=O)(=O)NCC(=O)NCC(=O)OCC(=O)N2CC(=O)Nc3ccccc32)cc1C	8	.	.	5	.	2	1	.
CC(C)c1ccc(NC(=S)NN2CCOCC2)cc1	-48	-2	-9	.	4	2	-30	10

Outcome played no part in choosing rows; any-hit rate near 2.5%.
